Assay outcomes: PubChem, several laboratories
OX1R antag – antagonists of human orexin 1 receptor (OX1R); Orexin/Hypocretin receptor type 1 (Homo sapiens), O43613; OX1R-expressing cells, FRET antagonist read-out; inhibition, % at 6.6 µM; actives 1.8% (n = 330,000); in the data active = inhibition mostly above about 38%, no sharp cut-off; inactive = mostly below about 40%;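 note: 0% = agonist challenge alone and 100% = reference antagonist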
Target sequence (O43613 whole entry, looked up): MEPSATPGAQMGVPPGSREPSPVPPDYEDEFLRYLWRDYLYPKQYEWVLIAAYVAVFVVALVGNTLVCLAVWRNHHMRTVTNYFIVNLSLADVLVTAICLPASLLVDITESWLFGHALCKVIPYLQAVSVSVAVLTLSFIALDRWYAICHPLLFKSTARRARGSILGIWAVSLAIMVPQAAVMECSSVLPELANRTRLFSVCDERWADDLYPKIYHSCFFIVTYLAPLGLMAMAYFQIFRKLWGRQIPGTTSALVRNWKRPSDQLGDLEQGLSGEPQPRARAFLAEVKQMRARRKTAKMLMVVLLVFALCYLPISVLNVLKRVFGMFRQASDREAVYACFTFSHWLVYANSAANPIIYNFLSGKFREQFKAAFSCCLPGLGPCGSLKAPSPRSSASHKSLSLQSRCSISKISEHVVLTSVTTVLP
STK33 inh – inhibitors of purified STK33 kinase, primary screen, biochemical, ADP-Glo luminescence, homogeneous, cell-free; Serine/threonine-protein kinase 33 (Homo sapiens), Q9BYT3; actives 0.073% (n = 320,000); MBP phosphorylation; inhibition, % at 10 µM; AID 2661, 2010;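 active = inhibition at or above 25%, using the most active replicate where run in duplicate; inactive = inhibition below 25%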
Target sequence (Q9BYT3 whole entry, looked up): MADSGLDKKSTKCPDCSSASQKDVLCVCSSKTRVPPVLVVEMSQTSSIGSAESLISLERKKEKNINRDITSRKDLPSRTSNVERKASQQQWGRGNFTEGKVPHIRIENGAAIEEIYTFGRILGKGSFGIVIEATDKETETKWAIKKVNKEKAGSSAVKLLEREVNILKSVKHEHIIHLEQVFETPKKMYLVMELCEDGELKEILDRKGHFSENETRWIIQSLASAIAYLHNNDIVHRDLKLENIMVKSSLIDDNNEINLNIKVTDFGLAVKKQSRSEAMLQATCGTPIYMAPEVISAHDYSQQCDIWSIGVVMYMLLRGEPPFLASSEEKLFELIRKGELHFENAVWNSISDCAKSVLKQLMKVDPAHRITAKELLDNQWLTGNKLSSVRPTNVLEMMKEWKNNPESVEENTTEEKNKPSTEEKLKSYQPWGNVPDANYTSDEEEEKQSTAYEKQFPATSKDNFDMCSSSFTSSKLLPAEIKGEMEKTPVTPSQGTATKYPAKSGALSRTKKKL
An asterisk follows results filed as active; · = not tested or not shown.

OX1R antag | STK33 inh | molecule
6 | -0.4 | CC(C)(C)c1ccc(C(=O)NCC(=O)OCC(=O)NC(=O)NC2CCCC2)cc1
11 | 0.4 | CC(=O)N1CCN(c2ccc(NCc3ccc(C)cc3)cc2)CC1
3 | 0.3 | Cc1ccc(/C(N)=N/OC(=O)CCc2ccccc2)cc1
25 | 1.0 | COc1ccc(-n2nnnc2SCc2nc3ccccc3s2)cc1
-1 | 0.3 | CN(CC(=O)Nc1ccc(Cl)c(C(F)(F)F)c1)C(=O)c1cc(=O)c2ccccc2o1
15 | -1.2 | CCOc1ccc(NC(=O)C2CC(=O)N(c3ccc4c(c3)OCCO4)C2)cc1OCC (configuration not stated)
5 | -0.2 | C[C@H](CO)N1C[C@H](C)[C@@H](CN(C)C(=O)NC2CCCCC2)Oc2c(NS(=O)(=O)c3ccc(F)cc3)cccc2C1=O
7 | 0.0 | CCN(CC)CCN(C(=O)C1CCCCC1)c1nc2cc3c(cc2s1)OCO3
9 | -0.9 | Cc1c(C(=O)N2CCC2)oc2c(F)cccc12
10 | -2.0 | Cc1c(C(=O)N2CCOCC2)[nH]c2ccc(OCc3ccccc3)cc12
59 | -0.8 | COc1ccccc1/C=C/C(=O)NCC(=O)N/N=C/c1cc(Br)ccc1OC
5 | -2.4 | O=C(CCNS(=O)(=O)c1ccc(Cl)cc1)OCC(=O)c1ccc[nH]1
13 | 2.0 | Nc1ccc(C(=O)Nc2cccc(NC(=O)c3ccc(N)cc3)c2)cc1
16 | -0.2 | CC(C)C(=O)n1nc(-c2cccnc2)nc1NCc1cccs1
-2 | 1.4 | Nc1nnc(-c2ccc(Cl)cc2)o1
-9 | 2.3 | O=C(Cn1cncn1)NCCCc1ccccc1
3 | 0.0 | CC(C)n1nc(C(=O)OCn2nnc3ccccc3c2=O)c2ccccc2c1=O
18 | 0.3 | N#CC1(NC(=O)COC(=O)c2ccc(Cl)nc2)CCCCC1
7 | -0.4 | CCOC(=O)c1c(NC(=O)COC(=O)CCS(=O)(=O)c2ccc(C)cc2)sc(C)c1C
11 | -1.1 | O=C(CCN1C(=O)c2cccc3cccc(c23)C1=O)N1CCN(Cc2ccc3c(c2)OCO3)CC1

The final two records of the section above are carried over, then new ones follow:
OX1R antag | STK33 inh | molecule
7 | -0.4 | CCOC(=O)c1c(NC(=O)COC(=O)CCS(=O)(=O)c2ccc(C)cc2)sc(C)c1C
11 | -1.1 | O=C(CCN1C(=O)c2cccc3cccc(c23)C1=O)N1CCN(Cc2ccc3c(c2)OCO3)CC1
11 | -0.9 | C=CCNC(=S)NNC(=O)c1csc(C)c1C
64 | -1.5 | COc1ccccc1Nc1ccc(C(=O)O)cc1[N+](=O)[O-]
25 | -1.6 | Cc1cc(C)c(NC(=O)OCCN2CCOCC2)c(C)c1
3 | -0.2 | CCc1ccc(C(=O)NNc2cc(Cl)ccc2Cl)cc1
15 | -0.5 | CC1(C)Cc2c(sc3c2c(=N)n(Cc2ccco2)c(=O)n3CC(=O)Nc2ccccc2)CO1
16 | -1.2 | CCn1c(=O)c(C(=O)Nc2ccccn2)c(O)c2ccccc21
-2 | -1.4 | O=C(c1cc2c(s1)CCC2)N1C(=O)c2ccccc2S1(=O)=O
1 | -0.9 | Cc1cc(O)c2c(C)c(CC(=O)N3CCN(C(=O)C4COc5ccccc5O4)CC3)c(=O)oc2c1 (configuration not stated)
22 | 0.2 | O=c1oc(Nc2cccc(F)c2)nc2ccccc12
-2 | 1.8 | CN1C(=O)/C(=C/c2ccccc2F)Sc2ccc(C(=O)N3CCCC3)cc21
-1 | -1.2 | C=CCNS(=O)(=O)c1cc2c3c(c1)CCN3C(=O)CC2
59 | -1.4 | CCOc1cc(/C=C/c2cc(C(F)(F)F)[nH]c(=O)n2)ccc1O
7 | -1.0 | Cc1ccc2c(c1)c1c(n2CC(O)Cn2c(C)nc3ccccc32)CCCC1 (configuration not stated)
6 | -2.1 | Cc1ccc(S(=O)(=O)Nc2cccc(C(=O)NCc3ccc(S(N)(=O)=O)cc3)c2)cc1
3 | -1.7 | CCOC(=O)c1c(NC(=O)N/N=C/c2ccc(O)c(OC)c2)sc(C(C)=O)c1C
8 | -1.4 | Cc1cc(-c2nnc(-c3cc4ccccc4oc3=O)o2)c(C)n1-c1ccccc1
14 | 1.3 | O=C(NCc1cccs1)C1CCCN1C(=O)Nc1cccc(Cl)c1 (configuration not stated)
27 | -1.2 | CCn1c2ccccc2c2cc(C3C(C#N)=C(C)NC(C)=C3C#N)ccc21
-6 | -1.1 | O=C(Nc1ccc(Br)cc1C(=O)O)c1ccc2c(c1)C(=O)N(Cc1ccccc1)C2=O
17 | · | COc1nc(Nc2ccc([N+](=O)[O-])cc2)nc(NC2CCCCC2)n1

Reprinted from the part before: 6 entries; new compounds follow.
OX1R antag | STK33 inh | molecule
3 | -1.7 | CCOC(=O)c1c(NC(=O)N/N=C/c2ccc(O)c(OC)c2)sc(C(C)=O)c1C
8 | -1.4 | Cc1cc(-c2nnc(-c3cc4ccccc4oc3=O)o2)c(C)n1-c1ccccc1
14 | 1.3 | O=C(NCc1cccs1)C1CCCN1C(=O)Nc1cccc(Cl)c1 (configuration not stated)
27 | -1.2 | CCn1c2ccccc2c2cc(C3C(C#N)=C(C)NC(C)=C3C#N)ccc21
-6 | -1.1 | O=C(Nc1ccc(Br)cc1C(=O)O)c1ccc2c(c1)C(=O)N(Cc1ccccc1)C2=O
17 | · | COc1nc(Nc2ccc([N+](=O)[O-])cc2)nc(NC2CCCCC2)n1
10 | 0.5 | Cc1[nH]c(C)c(S(=O)(=O)N2CCN(c3ccccc3)CC2)c1C(=O)N1CCCCC1
15 | -1.2 | Cc1ccc2c(c1)c1c3n2CCCN(Cc2ccccc2)C3CCC1 (configuration not stated)
15 | -0.8 | O=C(COc1ccc(F)cc1)NCCN1CCCC1
18 | 4.9 | COc1ccc(-c2nc3c4c(ncn3n2)-c2ccccc2CC42CCCC2)cc1
3 | 1.0 | C=CCNC(=O)Nc1ccc(Cl)cn1
5 | 2.8 | Cc1cc(N=Nc2ccc(C)c(N=Nc3cc(C)c(N)cc3N)c2)c(N)cc1N
17 | · | COC(=O)N1CCN(c2ccc(C)c(C)c2)CC1
17 | -0.7 | CC(C)(C)c1nc2c(C#N)c(-c3ccc(Cl)cc3)ccn2n1
47 | -0.6 | C=CCOC(=O)C1=C(C)NC(SCC(=O)Nc2ccccc2)=C(C#N)C1c1ccco1 (configuration not stated)
· | 1.5 | CC(C)C(=O)N1CCC(n2nccc2NC(=O)CCOc2ccccc2)CC1
7 | -2.0 | CC1(C)Cc2c(C#N)c(SCC(=O)O)nc(N3CCOCC3)c2CO1
32 | -1.5 | COC(=O)C(N)Cc1ccc(OC)c([N+](=O)[O-])c1 (configuration not stated)
12 | -1.1 | Cc1ccc(NC(=O)CSCC(=O)Nc2nnc(C3CC3)s2)cc1
12 | -1.6 | Cc1cccc(C(=O)NC2CC3CCCC(C2)N3Cc2ccccc2)c1 (configuration not stated)
43* | -0.2 | CCC(=C/c1sc2ccc3ccccc3c2[n+]1C)/C=C1\Sc2ccc3ccccc3c2N1C
23 | 3.4 | COc1ccc(CC(=O)Nc2ccc(-c3csc(C)n3)cc2)cc1
43* | -0.1 | O=c1[nH]c2c(Br)cnc([N+](=O)[O-])c2[nH]1
7 | -1.3 | CC(OC(=O)c1ccc(NC(=O)CC#N)cc1)C(=O)Nc1ccc2c(c1)OCCO2 (configuration not stated)
11 | 0.5 | COc1ccc(NC(=O)CSCc2cc(=O)n3cc(C)sc3n2)cc1
6 | 0.2 | COc1cc(C(=O)NCC2CCCO2)ccc1OCc1ccc(Cl)cc1 (configuration not stated)
8 | -2.3 | COc1ccccc1N1CCN(CC(=O)NCC2CCCO2)CC1 (configuration not stated)
39* | 4.2 | CC(C)[C@H](NS(=O)(=O)c1ccccc1F)C(=O)NC1CCCCC1
30 | -0.1 | N/C(=N\OC(=O)c1ccc([N+](=O)[O-])cc1)c1cccnc1
-1 | -0.2 | O=C(c1ccc(F)cc1)N1CCCCC(S(=O)(=O)c2ccccc2)C1=O (configuration not stated)
· | -0.9 | COc1ccc(C(=O)N/C(=C/c2ccc(Cl)cc2)C(=O)Nc2ccc(C(=O)O)cc2)cc1
18 | -2.4 | CCN1CCN(c2ccc(S(=O)(=O)N3CCOCC3)cc2NC(=O)CCOc2ccccc2)CC1
12 | -0.5 | Cc1cc(OC(=O)c2ccccc2Cl)ccc1N1C(=O)CCC1=O
6 | 0.9 | Cc1nnc(SCC(=O)N(CCC#N)c2ccc3c(c2)OCCO3)s1
11 | -3.3 | O=C(O)CCN1C(=O)/C(=C/c2ccc(-c3nc4ccccc4s3)o2)SC1=S
14 | 0.5 | O=C(COC(=O)c1cccnc1)c1ccc(Cl)c(Cl)c1
· | 0.2 | COCC1CCN(Cc2c(C(=O)N3CCc4ccccc4C3)nc3ccc(Cl)cn23)C1 (configuration not stated)
9 | -3.0 | Cc1c(C(=O)c2ccccc2)c(=O)n(C)c(=O)n1C
73 | 0.5 | NNC(=O)CSc1c(-c2cccs2)[nH]c2ccccc12
42* | 1.3 | COc1cccc(C(=O)NNc2c3ccccc3nc3ccccc23)c1
10 | -0.4 | Cc1ccsc1/C=N/n1c(-c2ccccn2)n[nH]c1=S
-9 | 0.0 | CC(=O)c1cccc(OCC(O)CN2CCN(S(=O)(=O)c3c(F)cccc3F)CC2)c1 (configuration not stated)
27 | -0.7 | COc1cccc(NC(=O)COc2nc3ccccc3nc2C)c1
31 | -1.2 | CCSC1(SCC)N=C(N)C2(C#N)C(c3ccccc3)NC3=C(CCC3)C12C#N (configuration not stated)
-8 | -0.3 | CN(CCOc1ccccc1Cl)Cc1ccccc1
5 | 0.5 | CCCN1C(=O)c2cc(C(=O)NC3CCCC3)ccc2C1O (configuration not stated)
12 | 0.5 | O=C(NNC(=O)c1ccccc1Br)c1cnccn1
16 | 0.0 | CC(C)(C)NC(=O)C1CCN(S(=O)(=O)c2ccc(Br)cc2)CC1
7 | -1.0 | C/C(=N\NC(=O)CCCC(=O)O)c1c(-c2ccccc2)c2cc(Cl)ccc2[nH]c1=O
40 | 0.2 | COc1cc(C(=O)N2CCCc3ccccc32)cc(OC)c1OC
11 | 1.0 | CC1CC(C)CN(CCCNC(=O)c2ccc(N3CCCC3=O)cc2)C1 (configuration not stated)
1 | -1.0 | CCCCN(C(=O)Cc1ccc2c(c1)OCCO2)c1c(N)n(CCC)c(=O)[nH]c1=O
12 | -0.6 | C1CCCN(c2nc3nonc3nc2N2CCCCCC2)CC1
19 | -2.0 | COc1cccc2c1OCC(CN1CCN(Cc3ccccc3)C(CCO)C1)=C2 (configuration not stated)
34 | -0.4 | O=C(CS(=O)(=O)Cc1ccccc1)Nc1nnc(C(F)(F)F)s1
21 | -0.7 | CCn1cc([C@@H]2C[C@H]3CN(Cc4cccc(Cl)c4)C(=O)[C@]34CCCN24)c(C)n1
-7 | -0.4 | Cc1[nH]c2ccccc2c1/C=N/NS(=O)(=O)c1ccccc1
12 | -3.2 | COc1cc(/C=C(/C#N)c2nc3ccccc3c(=O)[nH]2)ccc1O
9 | -1.0 | Cc1cccc(Cn2ccc(NC(=O)c3ccc4c(c3)OCO4)n2)c1
2 | -2.4 | COc1cccc(NC(=O)CN(C)CC(=O)NCc2ccco2)c1
1 | 0.5 | CC(C)N1CCc2c(sc(NC(=O)CN3C(=O)c4ccccc4C3=O)c2C(N)=O)C1
-2 | -0.3 | CCCS(=O)(=O)N1CCC(C(=O)c2cccc(C(F)(F)F)c2)CC1
4 | -0.1 | CN(Cc1ccccc1)C(=O)c1[nH]cnc1C(=O)Nc1cccc(Cl)c1
28 | 0.7 | CN1CCN(C(=S)c2cn(Cc3ccc(Br)cc3)c3ccccc23)CC1
14 | -1.6 | Cc1nn(CC(=O)N2CCN(c3ccccc3)CC2)c(=O)c2ccccc12
8 | -3.3 | Cc1ccccc1COC(=O)CN1C(=O)NC2(CCCC2)C1=O

Further structures
OX1R antag | STK33 inh | molecule
15 | -0.2 | O=C(NC(=S)Nc1cc([N+](=O)[O-])ccc1O)c1cccnc1
3 | -0.1 | Cc1sc2ncn(CC(=O)NC3CCCCC3)c(=O)c2c1C
9 | -0.8 | COc1cc(OC)cc(C(=O)NC(=S)Nc2ccc3[nH]c(=O)[nH]c3c2)c1
16 | -2.5 | C=CCOc1c(Cl)cc(C(=S)N2CCCC2)cc1OCC
96* | 0.4 | CCN(CC)c1ccc2cc(C(C)=O)c(=O)oc2c1
3 | -0.2 | C=C(C)CN(CC)C(=O)CN1C(=O)NC(C)(c2ccc3ccccc3c2)C1=O (configuration not stated)
11 | -1.4 | C=CCNc1nc(NCc2ccco2)nc(OCC)n1
3 | -0.6 | NC(=O)c1ccc(-c2noc(-c3cccc(Cl)c3)n2)cc1
20 | -2.6 | CC1=C(C(=O)OCc2ccccc2)C(c2ccc(C#N)cc2)NC(=O)N1CCCC(=O)O (configuration not stated)
14 | · | O=C(Cn1nnc(-c2ccccc2Cl)n1)N/N=C/c1ccc(-c2cccc(Cl)c2)o1
19 | 1.2 | Cc1cc(C)nc(N/C(=N\S(=O)(=O)Cc2ccccc2)Nc2ccc(F)c(Cl)c2)n1
0 | -0.4 | Cc1noc(C)c1NC(=O)Nc1cccc2c1O[C@H](CN(C)S(=O)(=O)c1c(C)noc1C)[C@@H](C)CN([C@H](C)CO)C2=O
34 | -0.3 | O=C(CN(Cc1ccccc1)C(=O)CCC(=O)Nc1ccccn1)NCCc1ccccc1
66* | -0.5 | COc1ccc(C)cc1NC(=O)C1CCCCN1S(=O)(=O)c1ccccc1 (configuration not stated)
26 | 0.3 | O=C(CCCc1cccs1)Nc1nc(-c2ccc(F)cc2)cs1
17 | 0.2 | CCC(C)(C)NC(=O)C(c1ccccc1)N(Cc1cccnc1)C(=O)c1csnn1 (configuration not stated)
38 | -0.1 | O=C1CC(=Nc2ccccc2)NN1c1ccccc1
5 | -1.3 | NC(=O)C1=C[C@H](c2ccc(C(F)(F)F)cc2)C[C@H](OCc2ccc(CO)cc2)O1
15 | 1.4 | CC(C)Cn1c(=O)c(C(=O)NCc2ccc3c(c2)OCO3)c(O)c2ccccc21
30 | 0.3 | CC(=O)c1cccc(S(=O)(=O)N2CCC(c3nc4ccccc4[nH]3)CC2)c1
